Assay outcomes as filed in PubChem.
HTR2A ag – activates the mouse 5-HT2A serotonin receptor; activation, % at 7.6 µM; P35363; CHO-K1 mHTR2A beta-arrestin complementation, luminescence; percent of 30 µM serotonin response; AID 624169; hit rate 0.66% among 360,000;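 active means activation above a run cutoff, the mean activation of all tested compounds plus 3 SD, cut at about 14% in these data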;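 further: 0% = plate median of compound wells and 100% = 30 µM serotonin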
Target sequence (P35363 whole entry, looked up): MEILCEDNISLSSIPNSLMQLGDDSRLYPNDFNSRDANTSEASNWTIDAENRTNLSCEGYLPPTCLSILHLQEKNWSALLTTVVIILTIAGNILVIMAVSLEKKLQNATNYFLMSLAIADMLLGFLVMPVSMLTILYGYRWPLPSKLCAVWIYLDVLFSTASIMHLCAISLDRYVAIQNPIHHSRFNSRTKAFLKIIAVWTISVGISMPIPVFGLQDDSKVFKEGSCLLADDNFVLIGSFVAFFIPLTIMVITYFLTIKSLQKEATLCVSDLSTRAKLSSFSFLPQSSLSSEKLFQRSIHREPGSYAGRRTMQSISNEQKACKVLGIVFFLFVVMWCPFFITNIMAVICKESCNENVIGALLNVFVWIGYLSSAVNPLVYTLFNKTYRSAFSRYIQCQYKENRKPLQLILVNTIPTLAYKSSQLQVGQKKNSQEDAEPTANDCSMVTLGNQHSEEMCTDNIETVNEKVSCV
Cardio protect – myocardial damage modulation in H9c2 cells | H9c2 cardiomyocytes, H2O2 injury protection, ATPLite, 2 h | protection from H2O2 cell death, % at 20 µM | hit rate 0.63% among 360,000 | AID 588492;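 active means compounds giving at least 50% protection of heart cells from peroxide-induced death in the single-dose screen, raw or plate-pattern-corrected value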;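 further: 0% = DMSO wells with peroxide and 100% = DMSO wells without peroxide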
HIF-2a inh – inhibitors of HIF-2a; 786-0 RCC cells HIF-2a reporter, luciferase luminescence, overnight; inhibition, % at 18.8 µM; hit rate 0.72% among 360,000; AID 624352;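 active means inhibition of the luminescence signal of 40% or more relative to plate controls, in a single-dose primary screen at 18.75 µM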
Shn3 inh set2 – reduces Shn3 3'UTR luciferase signal in osteoblasts; Clone20 osteoblast Shn3 3'UTR firefly luciferase, 24 h; inhibition, % at 12.5 µM; hit rate 0.52% among 360,000; AID 588674;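 active means mean inhibition of at least 75% with every replicate also reaching 75%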;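 further: 0% = median of neutral control wells and 100% = pilot-screen positive control compound; some compounds past the cut are filed as inactive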
iPSC survival up – hiPSC single-cell survival enhancement | hit rate 0.044% among 360,000 | survival enhancement, % at 20 µM | AID 602274 | ATPlite luminescence; 100% = ROCK inhibitor wells, 0% = DMSO; in the data active means survival enhancement above about 18%;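 further: cells exposed to compounds for 16 hours before the ATP read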
CaV13 ICDI inh – Disruptors of the CACNA1D IQ motif to Ca2+-dependent inactivation inhibitor domain association, primary screening, Förster resonance energy transfer in intact living …; inhibition, % at 12.3 µM; AID 743397; hit rate 0.098% among 340,000; HEK cells, CFP/YFP FRET ICDI-IQ, plate reader, 10 min; percent FRET-ratio fall versus neutral wells;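 active means mean replicate inhibition of at least 30% and at least 1% of replicates passing that level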;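 further: 0% = median of the neutral control wells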
NR2E3 ag-1 – human photoreceptor-specific nuclear receptor agonism; CHO-S Gal4-NCOR/VP16-NR2E3 two-hybrid, luciferase; inhibition of corepressor binding, % at 3.98 µM; hit rate 0.35% among 360,000; AID 602229;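 active means inhibition above the mean of all tested compounds plus 3 SD, cut at about 70% in these data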;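 further: 0% = DMSO with NR2E3 transfected cells and 100% = cells lacking NR2E3 construct; higher means lower luciferase signal from less NR2E3 corepressor binding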
Target sequence (Q9Y5X4 whole entry, looked up, the tested form may be a part): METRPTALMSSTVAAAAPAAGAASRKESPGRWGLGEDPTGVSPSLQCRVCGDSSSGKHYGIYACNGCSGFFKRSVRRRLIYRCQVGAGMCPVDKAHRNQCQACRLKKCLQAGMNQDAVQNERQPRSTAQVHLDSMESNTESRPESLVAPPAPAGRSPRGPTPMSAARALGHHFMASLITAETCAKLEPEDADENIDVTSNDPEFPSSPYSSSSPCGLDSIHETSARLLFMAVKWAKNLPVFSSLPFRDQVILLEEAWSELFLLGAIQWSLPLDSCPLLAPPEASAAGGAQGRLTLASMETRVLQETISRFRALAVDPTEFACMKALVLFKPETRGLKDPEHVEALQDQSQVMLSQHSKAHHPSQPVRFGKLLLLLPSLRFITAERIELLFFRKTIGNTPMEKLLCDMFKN
PDI inh – PDI (human) enzyme inhibition | hit rate 0.052% among 350,000 | PDI insulin aggregation turbidity, A650, 90 min | inhibition, % at 10 µM | P07237;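 active means mean inhibition across replicates of 30% or more, whatever share of single replicates reach that level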;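 further: absorbance from insulin aggregation driven by PDI reduction with DTT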
Peg3 promoter – reduces Peg3 promoter-driven luciferase expression in HeLa | HeLa PEG-Prom luciferase reporter, luminescence, overnight | AID 588405 | inhibition, % at 20 µM | hit rate 1.7% among 360,000;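 active means inhibition of at least 50% at 20 µM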
TRPM1 prom inh – inhibitors of MITF-driven TRPM1 promoter in melanoma cells. SK-MEL-5 TRPM1 promoter luciferase, 24 h. inhibition, % at 12.5 µM. hit rate 0.83% among 330,000. AID 488899;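 active means mean inhibition across replicates of 60% or more, whatever share of single replicates reaches that level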; further: values of inactives mirror those of a sister screen read the other way
NR2E3 ag-2 – NR2E3 (human) agonism. Q9Y5X4. GST-NR2E3/biotin-RetCOR TR-FRET, 1536-well. inhibition of corepressor binding, % at 4.78 µM. hit rate 0.12% among 320,000. AID 2300;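 active means percent inhibition above the cutoff of mean plus 3 SD of all tested compounds, set per screening campaign, cut at about 20% in these data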;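 further: 0% = DMSO wells and 100% = biotin wells as full block of FRET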
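Test system – NR2E3–RetCOR corepressor complex · Quantity – NR2E3 fusion 1.35 nM · Buffer or medium – Tris pH 7.5 · Incubation – Compound–protein incubation for 5 h at 4 °C · Technique – TR-FRET, Eu(K)-anti-GST donor, streptavidin-D2 acceptor, ex 340, em 617/671 nm · Evaluation – percent inhibition of 671/617 nm emission ratio versus biotin and DMSO controls · Plate – 1536-well format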
The depositor's hits bear a star; / = not tested or not shown.

SMILES | HTR2A ag | Cardio protect | HIF-2a inh | Shn3 inh set2 | iPSC survival up | CaV13 ICDI inh | NR2E3 ag-1 | PDI inh | Peg3 promoter | TRPM1 prom inh | NR2E3 ag-2
O=C(CN(C1CCCCC1)S(=O)(=O)c1ccc(Cl)cc1)N1CCOCC1 | -3 | 3 | 7 | 22 | 4.4 | -3 | -7 | 0 | 3 | 0 | -1
CC(=O)Nc1ccc(S(=O)(=O)N(C)CC(=O)NNC(=O)Cc2nc3ccccc3n2C)cc1 | 0 | -2 | 5 | 4 | 0.9 | -10 | -18 | 1 | -4 | 2 | /
Cc1ccc(-c2nc3cc(NC(=O)C(C)C)ccc3o2)cc1C | 1 | -12 | -58 | 13 | -2.2 | -5 | -28 | -5 | -57 | 2 | 2
Nc1ccc(-c2ccc(N)c([N+](=O)[O-])c2)cc1[N+](=O)[O-] | -2 | -4 | -30 | -7 | -0.4 | -3 | -37 | 3 | -40 | 7 | -1
Cc1ccn2c(Nc3ccc4c(c3)OCO4)c(-c3ccc(O)cc3)nc2c1 | -2 | 2 | -9 | / | -0.4 | -6 | -30 | 3 | -10 | 2 | -1
CCOC(=O)C1CCCN(S(=O)(=O)c2cc(Br)cc3c2N(C(=O)CC)CC3)C1 (stereo unspecified) | -11 | 10 | 7 | 8 | 0.0 | -2 | 2 | -22 | 22 | -1 | -2
COCCCNC(=O)CCSc1ccc(C)cc1 | 0 | 3 | 16 | -1 | 0.5 | -4 | 13 | -7 | 20 | 1 | -2
O=C(Nc1ccc2nccnc2c1)c1cnccn1 | 1 | -4 | -104 | -16 | -1.3 | -4 | -65 | 3 | -85 | -36 | 0
Cc1ccc(C(NC(=O)C2CCCCC2)c2c(O)ccc3ccccc23)cc1 (stereo unspecified) | 0 | -17 | 3 | -45 | -1.6 | / | -14 | 5 | 54* | -2 | -1
S=c1[nH]nc(COc2ccccc2)n1/N=C/c1cccnc1 | -1 | 0 | 19 | -22 | -1.3 | -2 | -11 | -5 | 3 | 2 | 6
Cc1cc(O)cc(O)c1-c1onc(C(F)(F)F)c1-c1cscn1 | -1 | -11 | 9 | 14 | 10 | / | -5 | 12 | 16 | 19 | 0
COc1cccc(NC(=S)N(CCCN2CCOCC2)C(C)c2cc3cccc(OC)c3o2)c1 (stereo unspecified) | 5 | 7 | 5 | 8 | -0.4 | 1 | -2 | 5 | 4 | -8 | -3
Cc1ccc(-c2nc3ccc(Cl)cn3c2Cc2ccccc2C(F)(F)F)cc1 | -1 | -1 | -262 | -71 | 1.3 | -7 | -53 | / | -159 | / | /
O=C(c1cc(COc2c(F)cccc2F)on1)N1C[C@H]2CC[C@H]1C2 | -4 | -3 | -259 | -41 | -0.7 | -10 | -131 | 8 | -357 | -70 | 5
COC(=O)c1cccc(NC(=O)CN2CCN(c3ccc(OC)cc3)CC2)c1 | 3 | -3 | 12 | 2 | 3.3 | 1 | 28 | 10 | 15 | 2 | 2
COC(=O)c1ccc(C)c(NC(=O)CSc2nnc3ccccn23)c1 | -4 | 4 | 11 | 9 | 2.9 | -2 | 12 | -2 | 1 | 0 | 1
CN(c1ccccc1)S(=O)(=O)c1cc(C(=O)c2nccn2C)ccc1Cl | -7 | 8 | 19 | 22 | -2.3 | -7 | 6 | -8 | 27 | -2 | 1
COc1cccc(OC)c1C(=O)Nc1ccc(N2CCCC2)cc1 | 0 | -4 | 9 | 21 | 0.8 | -2 | -6 | -4 | -1 | 2 | -4
COc1ccc(CCNC(=O)c2ccc3c(c2)NC(=O)CS3)cc1OC | -1 | 1 | 17 | 2 | 0.2 | -5 | -11 | 6 | 6 | -3 | -2
COc1ccc2c(c1)OC1(C)CC2C(C(=O)c2ccccc2OC)C(=O)N1 (stereo unspecified) | 0 | 15 | 11 | -9 | -0.8 | -6 | -23 | -4 | 1 | / | 4
COc1ccc(NC(=O)CSc2nc3ncccc3[nH]2)cc1OC | 3 | -4 | -39 | -10 | 0.0 | -4 | 12 | -1 | -20 | -23 | 3
CCN(CC)C(=O)[C@H]1CC(CC(=O)NC(C)(C)C)C(=O)N2CCc3c([nH]c4ccccc34)[C@]12C (stereo partly specified) | -3 | -3 | 9 | 10 | -2.2 | -4 | -17 | 2 | -13 | -4 | /
CSc1oc(-c2ccco2)nc1S(=O)(=O)c1ccc(F)cc1 | -3 | 4 | -2 | 25 | 2.2 | -10 | 0 | / | 6 | / | 4
COc1ccc(S(=O)Cc2ccc(C(=O)NCc3cccc(OC)c3)o2)cc1 (stereo unspecified) | -4 | -3 | 2 | 0 | -0.6 | -16 | -12 | -2 | -7 | -3 | -1
Cc1nc2[nH]c(=S)n(C)c(=O)c2nc1C | 3 | 9 | 14 | -14 | -2.4 | -3 | -6 | 1 | 4 | -18 | 5
S=C(NCc1ccccc1)NCc1ccccn1 | 3 | 9 | 6 | 8 | -0.3 | -4 | -13 | -13 | 4 | 5 | 3
Cc1cc(-n2c(SCc3ccccc3F)nc3n[nH]c(C)c3c2=N)ccc1Cl | -10 | -12 | -1 | 15 | -0.5 | -6 | 13 | -2 | 21 | 0 | 2
CCOC(=O)Cc1nnc(Nc2ccc(C)cc2)c2ccccc12 | -6 | 8 | -17 | 6 | -0.6 | / | 0 | 7 | -17 | 2 | -3
COc1ccc(/C=C2\SC(=S)N(C(C)C(=O)NC3C=CS(=O)(=O)C3)C2=O)cc1 (stereo unspecified) | 3 | -2 | -69 | -29 | 1.4 | -6 | -48 | 4 | -25 | -1 | 2
O=C(Cc1ccc(F)cc1)N1CCN=C1SCc1ccc([N+](=O)[O-])cc1 | -1 | -4 | 3 | 1 | -1.0 | -15 | -27 | -5 | 11 | 9 | 2

Given with values under each structure: entries from further up
Order of results – HTR2A ag	Cardio protect	HIF-2a inh	Shn3 inh set2	iPSC survival up	CaV13 ICDI inh	NR2E3 ag-1	PDI inh	Peg3 promoter	TRPM1 prom inh	NR2E3 ag-2
> CSc1oc(-c2ccco2)nc1S(=O)(=O)c1ccc(F)cc1
    -3	4	-2	25	2.2	-10	0	/	6	/	4
> Cc1nc2[nH]c(=S)n(C)c(=O)c2nc1C
    3	9	14	-14	-2.4	-3	-6	1	4	-18	5

(next part)
SMILES | HTR2A ag | Cardio protect | HIF-2a inh | Shn3 inh set2 | iPSC survival up | CaV13 ICDI inh | NR2E3 ag-1 | PDI inh | Peg3 promoter | TRPM1 prom inh | NR2E3 ag-2
CC(C)c1ccc(/C=C2\NC(=S)N(Cc3cccnc3)C2=O)cc1 | 4 | -11 | -4 | 17 | 1.6 | -2 | -28 | 2 | -7 | 16 | -2
Nc1nonc1-n1nnc(C(=O)N/N=C/c2cc(Br)ccc2O)c1CSC1=NCCS1 | -1 | 57* | 15 | 94* | -0.5 | -7 | -11 | 19 | 56* | 17 | 4
CN1CN(C)C(c2ccncc2)=C1c1ccncc1 | 0 | 3 | 11 | -8 | -0.4 | -19 | -1 | -3 | 6 | 15 | -3
O=C(COC(=O)CCC1CCCC1)Nc1cc(S(=O)(=O)N2CCOCC2)ccc1Cl | 2 | 9 | 4 | 8 | 0.8 | -6 | -24 | -2 | -5 | -4 | /
COc1ccc(N2CCN(C(=O)CCS(=O)(=O)c3ccc4c(c3)NC(=O)C(C)S4)CC2)cc1 (stereo unspecified) | 14 | -1 | 10 | 31 | 0.2 | -3 | -20 | 2 | 13 | 22 | -1
COc1cccc(/C=N/NC(=O)CNC(=O)COc2cccc(C)c2)c1O | 1 | 37 | 9 | 52 | -0.3 | -3 | -14 | 2 | 44 | 21 | 2
Cn1c(SCC(=O)Nc2ccc(NC(=O)c3ccccc3)cc2)nnc1-c1ccncc1 | 4 | 4 | -17 | -8 | -0.3 | -5 | -28 | -13 | -24 | -20 | -2
COC(=O)c1nc(NC(=O)c2ccccc2Cl)n[nH]1 | 1 | 2 | 16 | 1 | 3.9 | -4 | -7 | -3 | -2 | 7 | -1
O=C(O)c1cccc(NS(=O)(=O)c2ccc(-c3ccc(S(=O)(=O)Nc4cccc(C(=O)O)c4)cc3)cc2)c1 | 7 | -7 | 0 | -14 | -0.7 | -2 | 11 | -3 | -2 | 2 | 0
CC(C1=C(CCN(C)C)Cc2ccccc21)c1ccccn1 (stereo unspecified) | -6 | 3 | -3 | -14 | -3.2 | -11 | 16 | -3 | -21 | -9 | /
COc1cc(OC)c2c(c1C(CCN1CCOCC1)c1ccc(N(C)C)cc1)OC(=O)CC2c1ccc(N(C)C)cc1 (stereo unspecified) | 0 | 2 | 8 | -31 | -3.5 | -11 | 9 | 2 | -6 | -7 | 0
Cc1ccc(OC(=S)Nc2ccc(F)cc2)cc1 | 0 | -1 | -4 | 36 | -0.9 | -3 | -19 | -1 | 5 | 10 | 1
COCCCn1c(CCC(=O)O)ccc1-c1ccc(F)cc1 | 6 | -2 | 10 | 6 | -0.9 | -1 | 5 | 18 | 10 | 1 | -1
CCOc1ccccc1N=Nc1c(C)[nH]n(-c2ccccc2)c1=O | 3 | 6 | 4 | -1 | 0.0 | / | 13 | -9 | 11 | / | -2
Cc1cc(C(=O)CCC(=O)N(C)CC(=O)Nc2ccc(OC(F)(F)F)cc2)c(C)s1 | -3 | -6 | -9 | -2 | 0.3 | -6 | 9 | -1 | -1 | 9 | /
Cc1c(NC(=S)N/N=C/c2ccc(Br)cc2)c(=O)n(-c2ccccc2)n1C | -4 | 1 | 11 | 9 | 0.2 | -5 | 8 | 7 | 14 | 1 | 0
COc1cc(OC)cc(C(=O)NC2=NCCS2)c1 | -3 | -8 | -43 | -8 | -3.9 | -4 | -13 | 0 | -42 | -8 | 5
CC(=O)N1CCN(c2ccccc2NC(=O)c2cc(Br)ccc2Cl)CC1 | 3 | -13 | 14 | 5 | -0.7 | 1 | 3 | -2 | 4 | 3 | 2
COc1ccc(C2=Nc3ccccc3NC(=O)C2N(Cc2ccccc2)C(=O)C2=NNC(=O)CC2)cc1 (stereo unspecified) | 7 | 4 | -62 | -24 | 0.5 | -5 | -8 | / | -6 | / | /
CCOC(=O)Cc1csc(SCC(=O)Nc2cc(Cl)ccc2Oc2ccccc2)n1 | 0 | -33 | 21 | 82 | -1.8 | / | -11 | -2 | 10 | -10 | -3
CCN1CCN(c2ccc(S(=O)(=O)N3CCCCC3)cc2NC(=O)COc2cc(C)ccc2Cl)CC1 | -14 | 2 | 10 | 29 | -0.3 | / | -14 | -6 | 0 | -15 | 1
C=CCn1cc(C(=O)N2CCN(CC)CC2)c(=O)c2cc(S(=O)(=O)N(CC)CC)ccc21 | 2 | -1 | 9 | 22 | 1.6 | -18 | -5 | 3 | 12 | -6 | -3
CC1(C)CC(C(CC(=O)N2CCCC2)Cc2ccccc2)CCO1 (stereo unspecified) | -2 | -3 | 3 | -11 | -0.1 | 7 | -5 | 4 | -1 | -4 | 2
COc1ccc(C2CC(c3cccs3)=NN2C(=O)c2ccccc2)cc1OC (stereo unspecified) | -4 | 0 | 10 | 4 | -0.6 | -4 | -25 | 7 | 8 | -8 | -2
